PKA-R1A activ – PKA-R1A complex activation | activation, % at 11.4 µM | P00514+P68181 | 340,000 compounds, 0.083% hits | AID 504707 | PKA-R1A dissociation, Cy5-IP20 fluorescence polarization; scaled: DMSO 0%, 113 µM cGMP 100%;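 active means percent activation above the mean of all tested compounds plus 3 SD, cut at about 19% in these data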;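 further: higher means more PKAc released from R1A so a rise in polarization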
Tat transport – E. coli Tat transport inhibition. E. coli MC4100 TorA-mCherry Tat export, fluorescence. inhibition, % at 10 µM. 340,000 compounds, 0.036% hits. AID 488895;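 active means mean replicate inhibition at least 50% and at least half of replicates individually reaching 50%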;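 further: exported cargo escapes ClpAP degradation while cytoplasmic cargo is degraded and loses fluorescence; 0% = median of neutral control wells and 100% = median of NaSCN control wells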
OPRM1-OPRD1 ag – OPRM1-OPRD1 heterodimerization agonism; P35372+P41143; cells, luminescence; activation, % at 9.3 µM; 340,000 compounds, 0.3% hits; in the data active means activation above about 18%;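 further: 0% = vehicle-treated cells and 100% = reference agonist; values of inactives mirror those of a sister screen read the other way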
Target sequence (P35372 whole entry, looked up): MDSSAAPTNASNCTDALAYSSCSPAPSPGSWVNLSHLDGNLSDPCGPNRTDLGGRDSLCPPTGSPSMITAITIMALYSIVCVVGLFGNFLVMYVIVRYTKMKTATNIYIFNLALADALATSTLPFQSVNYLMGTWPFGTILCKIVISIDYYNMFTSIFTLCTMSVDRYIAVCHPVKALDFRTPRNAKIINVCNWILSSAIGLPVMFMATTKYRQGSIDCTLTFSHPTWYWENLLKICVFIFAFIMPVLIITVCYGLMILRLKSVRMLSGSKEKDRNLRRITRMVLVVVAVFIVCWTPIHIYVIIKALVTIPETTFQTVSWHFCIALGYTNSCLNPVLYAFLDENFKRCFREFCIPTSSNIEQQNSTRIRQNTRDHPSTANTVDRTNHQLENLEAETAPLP
Target sequence (P41143 whole entry, looked up): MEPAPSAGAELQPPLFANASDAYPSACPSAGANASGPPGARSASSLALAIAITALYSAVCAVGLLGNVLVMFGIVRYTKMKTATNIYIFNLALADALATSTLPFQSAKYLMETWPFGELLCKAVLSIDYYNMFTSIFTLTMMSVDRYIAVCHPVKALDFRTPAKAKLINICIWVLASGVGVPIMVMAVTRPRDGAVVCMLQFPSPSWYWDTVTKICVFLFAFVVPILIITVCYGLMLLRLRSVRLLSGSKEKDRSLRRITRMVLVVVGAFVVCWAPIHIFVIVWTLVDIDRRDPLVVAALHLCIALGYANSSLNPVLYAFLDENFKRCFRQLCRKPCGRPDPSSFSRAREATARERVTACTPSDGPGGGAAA
PfHsp90 yeast 2 – inhibits growth of yeast expressing Plasmodium falciparum Hsp90; S. cerevisiae expressing PfHsp90, BacTiter-Glo ATP, 48 h; yeast lacking PDR1 and PDR3 efflux regulators; inhibition, % at 9.4 µM; AID 504621; 310,000 compounds, 0.32% hits;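 active means every replicate shows inhibition above about 80%, whatever the replicate mean, limit read from the data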;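 further: 0% = DMSO neutral controls and 100% = 20 µM radicicol positive controls; yeast relying on Plasmodium falciparum Hsp90 in place of its own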
AddAB inh – less growth of phage-infected E. coli with AddAB; E. coli expressing H. pylori AddAB, absorbance growth; inhibition, % at 11.9 µM; 330,000 compounds, 0.29% hits; AID 435030; in the data active means inhibition above about 12%;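 further: 0% = vehicle wells of infected cells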
PKA-R2B act – activates the human PKA-R2B holoenzyme complex; AID 504700; activation, % at 11.4 µM; 340,000 compounds, 0.079% hits; P22694+P31323; PKA-R2B holoenzyme dissociation, Cy5-IP20 fluorescence polarization; R2B truncated from residue 108, S112A mutant; 0% DMSO only, 100% 113 µM cGMP;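 active means activation above a cutoff set at the mean over all compounds plus 3 SD, cut at about 18% in these data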;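 further: higher means more holoenzyme dissociation and a rise in polarization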
SUMO Mot1 rescue – blocks SUMOylation pathway, rescuing yeast Mot1-301 growth | S. cerevisiae Mot1-301 growth rescue, ATP luminescence, 38.5C; percent above DMSO median, 100 means doubled | growth rescue, % at 18.8 µM | 320,000 compounds, 1% hits;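 active means every valid replicate shows activation above 250% relative to neutral control wells; inactive means the rest, any valid replicate at or below 250%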;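 further: OY570 slx delta 5 strain wells were the positive control but not used for scaling; some compounds called inactive have numbers as strong as hits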
Ecoli viability – counter-screen for AddAB inhibitors: E. coli growth inhibition | E. coli V3065 growth, OD600 absorbance, 18 h | inhibition, % at 11.9 µM | 330,000 compounds, 0.27% hits;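 active means inhibition above the campaign's mean inhibition across all tested compounds plus 3 SD, cut at about 9.9% in these data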;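 further: uninfected addAB+ strain grown without phage in ampicillin broth; 0% = DMSO wells and 100% = ciprofloxacin 0.95 µg/ml wells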
OPRM1-OPRD1 inv – inverse agonist of human OPRM1-OPRD1 heterodimerization; cell-based MOR-DOR heterodimer luminescence, inverse agonism; inhibition, % at 9.3 µM; 340,000 compounds, 0.21% hits; AID 504357; in the data active means inhibition above about 22%, passing the limit was not always enough;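 further: 0% = cells with DMSO and 100% = wells without cells with DMSO; values of inactives mirror those of a sister screen read the other way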
HTR5A inv ctr – HTR5A inverse agonism, opioid heterodimer counter-screen; HTR5A cell line, luminescence; inhibition, % at 9.3 µM; 340,000 compounds, 0.083% hits; AID 504634; in the data active means inhibition mostly above about 23%, no sharp cut-off; inactive means mostly below about 18%;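 further: 0% = cells with DMSO and 100% = no-cell wells with DMSO; some compounds called inactive have numbers as strong as hits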
phage Ecoli inh – E. coli growth loss with phage present | growth absorbance | inhibition, % at 11.9 µM | 360,000 compounds, 0.26% hits; in the data active means inhibition above about 11%
Numbers without * were called inactive; . = not tested or not shown.

SMILES	PKA-R1A activ	Tat transport	OPRM1-OPRD1 ag	PfHsp90 yeast 2	AddAB inh	PKA-R2B act	SUMO Mot1 rescue	Ecoli viability	OPRM1-OPRD1 inv	HTR5A inv ctr	phage Ecoli inh
CCCCCOc1ccc(C(=O)Nc2ccc(N3CCOCC3)cc2N2CCOCC2)cc1	-1	5	-1.4	-15	1.5	-3	4	1.2	5	10	0.0
Cc1cc(-c2ccc(C)c(S(=O)(=O)NCc3cccc(Br)c3)c2)on1	-1	12	3.5	-36	1.2	-14	-6	-0.4	-18	-5	2.6
N#Cc1ccc(OCC(=O)OCCCOC(=O)COc2ccc(C#N)cc2)cc1	-5	3	-2.6	2	-0.6	1	-24	2.1	14	-21	0.6
Cc1ccc2nc(Cc3ccc(N)cc3)[nH]c2c1	5	-8	-2.2	4	2.9	-12	5	-0.9	12	-44	0.8
CCOc1ccc(/C=N/NC(=O)c2cc3c(OC)cccc3[nH]2)cc1	-2	-10	14	-6	-1.1	-5	10	0.2	-83	-34	1.7
CC12CC3(C)CC(C)(C1)CC(C(=O)NC(=S)N1CCOCC1)(C2)C3	-10	-1	13	.	1.2	0	-14	1.7	-80	0	-1.6
O=C(NNC(=S)NCc1ccccc1)c1ccccc1OC(F)F	-11	11	-4.2	-31	3.0	-15	18	0.2	20	21	1.2
Cc1ccc(NC(=O)N2CCc3ccccc3C2)cc1	-15	3	-1.0	12	2.3	-6	32	-1.5	5	34	2.9
CC1(C)CC(NC(=O)c2cc(S(=O)(=O)N3CCOCC3)ccc2Cl)CC(C)(C)N1	2	-2	-3.1	12	-1.9	5	-13	-0.3	12	14	2.7
CC(C)c1cc(CNC(=O)C2CCC(=O)N(Cc3ccccc3F)C2)on1 (stereo not drawn)	11	-12	-0.9	-6	1.0	3	3	1.7	5	-32	1.0
Cc1cccc(C(=O)Nc2c(C(=O)N3CCN(C)CC3)cnn2-c2ccccc2)c1	6	-4	-1.6	41	-2.0	3	-6	-1.7	8	-27	-1.6
COc1ccc(N(C(=O)c2ccccc2)S(=O)(=O)c2cccs2)cc1	0	-6	-3.7	20	6.6	-4	164	2.0	18	-4	2.4
NC(=NCCc1ccccc1)c1cccc([N+](=O)[O-])c1	-1	-8	1.1	0	-0.3	15	-9	2.7	-5	-7	2.4
c1ccc2c(c1)[nH]c1nc3nncn3nc12	-2	5	-2.7	-6	0.7	-8	-4	0.7	16	14	2.6
O=C(NCCO)C(=O)NCC1CCCN1S(=O)(=O)c1cccs1 (stereo not drawn)	-2	-2	-2.2	.	-1.1	-4	16	-1.5	11	6	4.0
Cc1cc(C(=O)CSc2nnc(Nc3ccccc3)s2)c(C)n1CC1CCCO1 (stereo not drawn)	-6	3	-1.1	21	0.3	7	-11	-0.3	6	6	3.6
COc1cc([N+](=O)[O-])cc(/C=N/NC(=O)C(C)Nc2cccc3ccccc23)c1O (stereo not drawn)	-11	-5	-0.8	-2	3.4	-4	0	-1.2	4	-2	4.1
Cc1ccc2nc(NC(=O)C3CCCN(S(=O)(=O)c4cccnc4)C3)sc2c1 (stereo not drawn)	-4	-17	-0.6	-16	1.9	12	1	1.4	3	11	1.2
O=C(NN=Cc1ccc(F)cc1)c1cccc(S(=O)(=O)N2CCCC2)c1	-4	0	-2.2	-1	3.7	-7	5	1.4	9	-12	1.6
CCc1cc(C(=O)N2CCCC(CO)(Cc3ccc(F)cc3)C2)n(C)n1 (stereo not drawn)	-9	-3	-2.1	-2	2.7	-8	9	-0.2	11	2	3.3
Cc1ccc(CSCC(=O)N2CCOCC2)cc1	3	5	-1.7	8	3.1	0	3	1.2	9	-12	-1.5
O=C(NC1CCC(O)CC1)c1ccc(-c2ccc(Cl)cc2)o1 (stereo not drawn)	4	0	-1.8	6	3.9	-10	-8	0.7	10	-6	1.6
Oc1ccccc1C1=NCCNC(C(F)(F)F)=C1	2	-9	-0.9	-5	0.4	6	200	1.0	5	1	4.7
Cc1cccc(-n2ncc3c(N4CCOCC4)ncnc32)c1	3	-9	1.0	25	1.6	2	-9	-0.2	-6	-3	1.3
CC(C)N(C(=O)[C@H]1C[C@H](CC(=O)NC(C)(C)C)C(=O)N2CCc3c([nH]c4cc(-c5ccco5)ccc34)[C@]12C)C(C)C	0	-1	1.9	-1	-2.2	-7	.	0.4	-9	1	2.9
CC(C)OC(=O)CSc1nc(-c2ccc(F)cc2)cc(C(F)(F)F)n1	2	6	3.6	2	1.7	9	.	0.1	-21	-4	2.5
COc1cc(OC)c(NC(=O)c2ccccc2F)cc1Cl	-4	-1	-1.8	-4	3.3	1	6	-0.6	9	11	3.3
CC(=O)Nc1c2c(nn1-c1ccccc1C)CS(=O)(=O)C2	-7	-5	-1.2	7	0.2	-3	16	1.0	5	-2	1.1
O=C(/C=C/c1ccccc1)OCCCN=C1NS(=O)(=O)c2ccccc21	-1	-7	-3.4	-4	-0.7	0	-2	0.2	20	7	5.8
COc1cccc(OCC(=O)Nc2ccc(OC)c(OC)c2)c1	-15	-5	-1.6	11	2.4	-13	250	-0.1	9	-9	0.2

A draw from above in order of length of the SMILES, low to high.
SMILES	PKA-R1A activ	Tat transport	OPRM1-OPRD1 ag	PfHsp90 yeast 2	AddAB inh	PKA-R2B act	SUMO Mot1 rescue	Ecoli viability	OPRM1-OPRD1 inv	HTR5A inv ctr	phage Ecoli inh
Cc1ccc(CSCC(=O)N2CCOCC2)cc1	3	5	-1.7	8	3.1	0	3	1.2	9	-12	-1.5
Oc1ccccc1C1=NCCNC(C(F)(F)F)=C1	2	-9	-0.9	-5	0.4	6	200	1.0	5	1	4.7
COc1cc(OC)c(NC(=O)c2ccccc2F)cc1Cl	-4	-1	-1.8	-4	3.3	1	6	-0.6	9	11	3.3
Cc1cccc(-n2ncc3c(N4CCOCC4)ncnc32)c1	3	-9	1.0	25	1.6	2	-9	-0.2	-6	-3	1.3
COc1cccc(OCC(=O)Nc2ccc(OC)c(OC)c2)c1	-15	-5	-1.6	11	2.4	-13	250	-0.1	9	-9	0.2
O=C(NC1CCC(O)CC1)c1ccc(-c2ccc(Cl)cc2)o1 (stereo not drawn)	4	0	-1.8	6	3.9	-10	-8	0.7	10	-6	1.6
CC(C)OC(=O)CSc1nc(-c2ccc(F)cc2)cc(C(F)(F)F)n1	2	6	3.6	2	1.7	9	.	0.1	-21	-4	2.5
Cc1cc(C(=O)CSc2nnc(Nc3ccccc3)s2)c(C)n1CC1CCCO1 (stereo not drawn)	-6	3	-1.1	21	0.3	7	-11	-0.3	6	6	3.6
Cc1ccc2nc(NC(=O)C3CCCN(S(=O)(=O)c4cccnc4)C3)sc2c1 (stereo not drawn)	-4	-17	-0.6	-16	1.9	12	1	1.4	3	11	1.2
COc1cc([N+](=O)[O-])cc(/C=N/NC(=O)C(C)Nc2cccc3ccccc23)c1O (stereo not drawn)	-11	-5	-0.8	-2	3.4	-4	0	-1.2	4	-2	4.1

The list continues.
SMILES	PKA-R1A activ	Tat transport	OPRM1-OPRD1 ag	PfHsp90 yeast 2	AddAB inh	PKA-R2B act	SUMO Mot1 rescue	Ecoli viability	OPRM1-OPRD1 inv	HTR5A inv ctr	phage Ecoli inh
C/C(=N\NC(=S)NC(C)C)c1ccc(Cl)s1	-9	-8	-2.2	12	0.3	-5	7	-1.4	11	-22	0.5
CN(Cc1ccccc1)C(=O)CSc1cc(=O)n(C)c2ccccc12	-7	-1	-4.9	12	5.6	-3	-13	-0.6	23	2	2.0
COCCn1c(=S)[nH]c2cc(C(=O)N3CCN(c4ccc(F)cc4)CC3)ccc2c1=O	7	3	1.2	7	0.2	6	1	-0.4	-7	0	0.5
COc1cc(NS(=O)(=O)c2ccc(NC(=O)/C=C/c3cccc([N+](=O)[O-])c3)cc2)ncn1	-3	0	0.9	-24	-0.2	2	-17	-1.6	-5	-11	2.6
N#C/C(=C(\O)C(F)(F)F)c1nnc2n1CCCCC2	-3	3	-0.8	-73	-0.8	-1	7	0.7	4	3	2.1
NC(=O)CSc1nnc2sc3ccccc3n12	-9	2	-0.1	3	5.0	6	-6	3.1	1	5	5.1
CC12CCC(C(=O)N3CCc4ccccc43)(CC1=O)C2(C)C (stereo not drawn)	7	1	0.2	3	3.0	-14	1	-2.5	-1	-11	3.0
COc1ccc(-c2cc(=O)c3c(O)cc(O)cc3o2)cc1	-3	3	1.2	-16	-2.5	4	107	1.5	-7	-14	1.3
CCOc1ccc(NC(=O)C(=O)NCc2ccncc2)cc1	-2	-3	-1.8	-32	2.5	-5	-3	1.9	8	8	3.4
Cc1ccc(S(=O)(=O)NCC(=O)N2CCCC2C(=O)O)cc1 (stereo not drawn)	-9	-5	-3.9	4	2.3	1	-20	0.5	18	5	3.7
COc1ccccc1NC(=O)CSc1nnc(Cc2cccn2C)n1-c1ccc(F)cc1	3	0	-2.2	-11	2.9	3	.	-2.8	11	1	2.7
CCCCOc1ccccc1C(=O)N(Cc1ccc(C)o1)C1CCS(=O)(=O)C1 (stereo not drawn)	8	-2	-1.7	-10	3.2	-2	72	2.1	9	-20	-1.1
O=C(Nc1cccc(F)c1)Nc1ccc2c(c1)C(=O)OC2	-8	-4	-1.6	3	0.8	-3	42	2.3	8	-51	3.8
Cc1ccccc1-c1nc(CS(=O)CC(=O)NCc2ccc3c(c2)OCO3)c(C)o1 (stereo not drawn)	-8	3	-3.0	-1	2.2	-1	20	0.3	15	4	0.8
COc1cccc(-n2c(=S)[nH]c3c(oc4ccccc43)c2=O)c1	-11	4	-3.0	-28	-1.7	8	-10	-0.8	16	13	1.0
Cc1ccccc1C(=O)NC1CCN(CC(=O)Nc2ccc(N(C)C)cc2)CC1	-5	-4	1.3	-2	2.5	2	-7	-1.4	-7	3	0.6
O=C(N/N=C/c1cc([N+](=O)[O-])c(N2CCOCC2)cc1N1CCOCC1)c1cccnc1	2	-1	-4.0	13	2.9	-4	-8	2.7	21	8	1.4
COc1cccc(/C=C(/C(=O)OCC(=O)NCC2CCCO2)c2ccccc2)c1 (stereo not drawn)	-5	-2	4.4	19	0.7	6	-5	0.4	-29	-27	3.0
O=C1CCC(c2ccccc2)(c2ccccc2)CC1	-13	1	-2.3	5	1.7	-7	-10	1.6	12	-9	1.4

Screens (PubChem)
